High-throughput results (PubChem)
EP2 modulator: modulators of human EP2 prostaglandin E2 receptor | AID 940 | P43116 | actives 0.83% (n = 260,000) | induction, % at 25 µM | EP2-expressing cells, cAMP HTRF FRET, PGE2 co-stimulation;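 active = compounds whose cAMP rise, as percent of the full-agonist control response, exceeds 60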;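 note: rat C6 glioma line stably carrying human EP2 under a CMV promoter; the protocol text gives 20 µM as final concentration; 100% = response of wells given 1 µM PGE2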
Target sequence (P43116 whole entry, looked up): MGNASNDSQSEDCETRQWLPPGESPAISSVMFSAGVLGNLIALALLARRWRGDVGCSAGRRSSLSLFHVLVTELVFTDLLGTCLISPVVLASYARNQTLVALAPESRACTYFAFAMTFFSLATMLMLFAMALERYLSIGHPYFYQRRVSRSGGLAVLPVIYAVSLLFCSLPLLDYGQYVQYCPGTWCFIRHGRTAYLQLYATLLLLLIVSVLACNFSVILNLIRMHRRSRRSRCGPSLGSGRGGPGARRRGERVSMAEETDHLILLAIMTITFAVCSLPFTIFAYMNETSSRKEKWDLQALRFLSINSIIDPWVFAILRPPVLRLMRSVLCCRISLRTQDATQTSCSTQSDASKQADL
Calpain2 inh: calpain II (pig) inhibition | purified calpain II, fluorogenic peptide substrate, 30 min | inhibition, % at 16 µM | actives 0.37% (n = 220,000);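 active = inhibition above about 50%, limit read from the data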
EP2 antag: EP2 receptor (human) inhibition | C6 glioma cells expressing human EP2, cAMP TR-FRET; cells stimulated with saturating PGE2 | actives 0.52% (n = 260,000) | P43116 | inhibition, % at 25 µM;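 active = percent inhibition above 40 after rounding to a whole number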;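 note: rat C6 glioma host cells with rolipram phosphodiesterase inhibitor present; the protocol text gives 20 µM as final concentration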
eIF4E 4G PPI: blocks eIF4E binding to eIF4G; P63073+Q04637; TR-FRET eIF4E-eIF4GI(517-606) binding, 2 h; inhibition, % at 21.7 µM; actives 0.37% (n = 220,000); AID 782;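 active = inhibition above about 30%, limit read from the data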;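 note: 0% = full FRET control wells and 100% = background wells lacking eIF4GI fragment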
14-3-3 Bad PPI: disrupts binding of bovine 14-3-3 zeta to phospho-Bad peptide; P63103; TR-FRET 14-3-3zeta/Dy647-pBad peptide displacement, 1 h; inhibition, % at 21.7 µM; actives 0.71% (n = 220,000); AID 781;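 active = inhibition above about 70%, limit read from the data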;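 note: 0% = full 14-3-3 plus peptide FRET controls and 100% = background without 14-3-3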
Rad51 HR inh: blocks human Rad51 in homologous recombination; actives 0.085% (n = 200,000); hRad51 DNA strand exchange, fluorescence dequenching; inhibition, % at 10 µM; Q06609;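 active = inhibition above 40% at the single screening dose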;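 note: 0% = DMSO control wells and 100% = blanks with heterologous ssDNA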
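material = hRad51 filaments on single-stranded DNA | reagent = Donor/quencher-labelled 47-bp dsDNA substrate | compound = 10 µM final, single point | schedule = strand-exchange reaction 15 min at room temperature | measured by = fluorescein emission 520 nm, excitation 485 nm | read-out basis = % inhibition versus plate control and blank means | benchmarks = plate controls and plate blanks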
Tb hexokinase: T. brucei hexokinase 1 inhibition; inhibition, % at 10 µM; AID 1430; recombinant TbHK1, G6PDH-coupled NADH A340; actives 0.11% (n = 220,000);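 active = inhibition of 50% or more in the single-dose primary screen; inactive = inhibition below 50%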
zVAD death inh: L929 zVAD cell death inhibition. actives 0.38% (n = 220,000). L929 zVAD necroptosis rescue, ATP luminescence, 24 h; with zVAD 60 µM. viability rescue, % at 10 µM;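 active = activation, scaled between plate controls, above about 75%, limit read from the data; inactive = activation under that limit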;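 note: 0% = zVAD with DMSO and 100% = DMSO alone without zVAD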
Hck Nef HTS: human Hck-Nef kinase inhibition; Recombinant Hck-YEEI plus Nef, Z-Lyte FRET kinase assay; actives 0.68% (n = 220,000); inhibition, % at 20 µM; P08631;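 active = Hck-Nef kinase inhibition above about 50%, limit read from the data; inactive = inhibition below that limit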;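 note: 0% = DMSO with Hck plus Nef and 100% = Hck alone without Nef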
Target sequence (P08631 whole entry, looked up): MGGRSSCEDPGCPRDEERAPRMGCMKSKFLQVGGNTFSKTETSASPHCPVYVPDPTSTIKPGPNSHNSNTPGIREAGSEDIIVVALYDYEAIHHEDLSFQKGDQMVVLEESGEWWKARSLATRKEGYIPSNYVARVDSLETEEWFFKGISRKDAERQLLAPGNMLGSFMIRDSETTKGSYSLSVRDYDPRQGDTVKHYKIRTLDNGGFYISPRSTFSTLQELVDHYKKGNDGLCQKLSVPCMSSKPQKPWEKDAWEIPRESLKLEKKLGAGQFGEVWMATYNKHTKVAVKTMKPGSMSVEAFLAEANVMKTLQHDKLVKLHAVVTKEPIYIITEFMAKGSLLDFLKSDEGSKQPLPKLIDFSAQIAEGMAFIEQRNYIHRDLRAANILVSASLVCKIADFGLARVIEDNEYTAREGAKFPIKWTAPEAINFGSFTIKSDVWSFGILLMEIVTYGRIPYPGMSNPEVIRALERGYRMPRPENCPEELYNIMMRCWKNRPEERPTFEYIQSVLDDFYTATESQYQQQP
Active calls of the source: *; i = inactive; . = not tested or not shown; & = joins results of further samples; [ ] = remark or other dose. An excerpt; rates above refer to the full screens.

SMILES	EP2 modulator	Calpain2 inh	EP2 antag	eIF4E 4G PPI	14-3-3 Bad PPI	Rad51 HR inh	Tb hexokinase	zVAD death inh	Hck Nef HTS
CN(NC(=O)c1c(Cl)cccc1Cl)c1cccc(Cl)n1	-22	-18	7	-2	-9	-3	4	1.1	26
O=C(Nc1cc(Sc2nc3ccccc3s2)cc([N+](=O)[O-])c1)c1cccc(F)c1F	-9	41	11	4[fluorescence artefact?]	-9	2	-2	0.7	1
O=C(NCCCN1CCOCC1)c1ccc(Cl)s1	20	-45	2	4	2[fluorescence artefact?]	-12	1	0.2	0
OC1CCC(NC(=S)Nc2ccc(SC(F)F)cc2)CC1 (stereo not given)	-36	-34	3	-1	-8	2	8	56	23
COc1ccccc1NC(=O)c1ccc(-n2cccn2)c([N+](=O)[O-])c1	-19	-19	21	-7	-7	5	-9	2.6	-6
CCn1c(SCC(=O)NCc2ccc3c(c2)OCO3)nnc1-c1ccncc1	-2	-17	13	4	-2	1	-2	2.1	16
COc1ccc(-n2c(=O)c3c4c(sc3n(CC(=O)Nc3cc(C)[nH]n3)c2=O)CCCC4)c(OC)c1	-9	-89	9	-2	-10	8	-1	0.3	27
CCOP(=O)(OCC)C(NC(=O)c1ccc(OC)cc1)c1ccccc1 (stereo not given)	6	-3	4	0	-12	0	0	1.0	-4
CCN=c1scc(-c2ccc3c(c2)NC(=O)CO3)n1N=C1CCCC1	9	-39	14	-9	-15	-19	-6	-0.2	0
CCCn1ncc(CN2CCN(CCc3ccccc3)C(CCO)C2)c1C (stereo not given)	18	-1	5	-2	-8	.	0	-0.3	15
COc1ccc(CCNC(=O)C2CC(=O)N(CCc3ccccc3)C2)cc1OC (stereo not given)	14	-16	6	1	-11	-6	-2	1.2	-11
CCCNS(=O)(=O)c1ccc(OCC(=O)NCc2ccco2)cc1	12	-18	9	-1	-2	-3	2	-0.1	0
O=C(CCCc1nc2ccccc2s1)N1CCN(c2ccccc2F)CC1	-7	-2	7	6[fluorescence artefact?]	-2	2	-1	0.7	2
COc1cccc(N(CC(=O)NCC2CCCO2)C(=O)CCC(=O)Nc2nccs2)c1 (stereo not given)	-18	0	4	-1	-2	.	0	-0.1	-1
O=C(NCCCCNC(=O)c1cccnc1)c1cccnc1	11	-19	15	1	-10	9	1	0.0	1
COc1ccc(-c2ccc(-c3noc(C(C)C)n3)c(OC)n2)cc1	-12	i	8	2[fluorescence artefact?]	21[fluorescence artefact?]	2	-22	0.2	1
Cc1ccc(S(=O)(=O)/N=C(/Nc2nc(C)cc(C)n2)N2CCOCC2)cc1	.	.	8	.	.	-3	-7	-0.1	0
Cc1ccc(OCc2nnc(SCC(=O)NC3CCCCC3)n2C)cc1	34&-27	-6	15&11	0	4	-4	.	.	.
COc1ccc(N2CC(C(=O)NCCc3ccc(OC)c(OC)c3)CC2=O)cc1 (stereo not given)	11	-17	6	2	3	-4	-1	0.1	1
O=C(CSc1nc(-c2ccccc2)cc(=O)[nH]1)NCc1ccc2c(c1)OCO2	21	5	9	-3	-3	-5	-1	2.0	1
CSc1nnnn1-c1ccc(C)c(Cl)c1	5	-5	7	-3	-5	-2	-1	1.4	4
Cc1c(Cl)cccc1NC(=O)Cn1nnc(C(=O)NCc2cccs2)c1N	24	27	6	2	-5	-4	-1	0.3	23
CCCc1nc(NCc2ccco2)c(C#N)c2c1COC(C)(C)C2	30	-40	11	2	13	4	-6	0.2	-3
C=CCSc1nc2c(c(=O)[nH]1)C(C(C)C)C(C#N)=C(N)O2 (stereo not given)	53	-12	-1	6	1	0	3	1.9	8
Cc1n[nH]c(=O)nc1N/N=C/c1cccs1	12	29	11	3	-7	.	-77	-1.3	-1
COc1cccc(/C=C/c2nc3c(cnn3-c3ccccc3)c(=O)[nH]2)c1	-5	-404	9	-5	-9	8	-26	2.1	-3
Cc1cccc(NC(=O)CSc2nc3c(c(=O)[nH]2)CCCC3)c1C	8	-37	5	-2	-14	1	-1	0.2	-2
O=c1oc2ccccc2cc1-c1csc(NN=C2CCCCC2)n1	4	-93	3	2	-9	6	-17	0.4	0
Nc1cc(Cl)ccc1N1CCCCC1	13	-19	16	1	-9	4	-1	4.7	23
COc1ccc(C2CC(=O)c3cnn(-c4nc(C)cc(C)n4)c3C2)cc1OC (stereo not given)	9	14	6	-2	-1	-11	-2	-0.6	-21
S=C(NCCCN1CCOCC1)Nc1ccc(Cl)c(Cl)c1	-26	-3	5	6[fluorescence artefact?]	-5	.	-6	0.8	4
CCC(=O)c1ccc(OCC(O)CNCc2ccc(F)cc2)cc1 (stereo not given)	-19	21	5	3	2	2	1	0.7	4
S=C(NCC1CCCCC1)Nc1cccnc1	-2	4	6	10	-7[fluorescence artefact?]	6	3	0.0	2
CCCN1C=CC(=C/C=C(\C#N)C(=O)OCC)C=C1	-3	18	8	4[fluorescence artefact?]	13[fluorescence artefact?]	-231	2	89*	-1
O=C1CSC(c2ccccn2)N1c1ccccc1 (stereo not given)	-11	-1	5	-7	12	0	61*	0.0	8
CCCN(CCC)S(=O)(=O)c1ccc(NC(=O)c2cc(C(=O)OC)cc([N+](=O)[O-])c2)cc1	20	-17	4	-1	-5	6	0	6.7	0
Cc1ccc(C(=O)Nc2nc(-c3ccccc3)c(-c3ccccc3)o2)cc1	7	-52	9	1[fluorescence artefact?]	-14[fluorescence artefact?]	7	6	0.2	3
O=C(CN1CCN(Cc2ccccc2Cl)CC1)N/N=C/c1cccs1	-34	4	14	2	1	.	-17	-0.1	31
O=C(C1=C(O)C(=O)N(CCc2ccccc2)C1c1cccnc1)c1ccco1 (stereo not given)	50&34	-2	14&12	6[fluorescence artefact?]	9	-5	-29	-0.4	0
CCCCN(CC)CCCNC(=O)C1CCN(c2ncnc3c2sc2cccc(F)c23)CC1	-57	-47	5	4	3	-9	-14	2.9	22
Cc1cc(C)c(-c2cc(NC(=O)COC(=O)c3ccc(C#N)cc3)n(-c3ccccc3)n2)cc1C	-48	-59	11	-5[fluorescence artefact?]	-28	-11	7	1.6	2
COc1ccc(C(CC(=O)O)NC(=O)Cc2ccccc2)cc1 (stereo not given)	22	-11	4	-4[fluorescence artefact?]	0	-7	1	3.4	-1
Cc1cccc(NC(=O)CN2C(=O)S/C(=C\C(=O)Nc3ccc(Cl)cc3)C2=O)c1	13	-9	9	5	-8[fluorescence artefact?]	0	-11	0.2	1
O=C(O)/C(=C\C(=O)c1ccccc1)Nc1ccccc1	21	3	7	1	5	-15	-51	0.7	9
O=C(N/C(=C\c1cccnc1)C(=O)N1CCOCC1)c1ccco1	20	8	5	1	-1	.	-4	0.3	-1
C/C=C(\C)C(=O)N1CC2(CC(c3cccc(NC(=O)CC(c4ccccc4)c4ccccc4)c3)=NO2)C[C@H]1C(N)=O (stereo not given in full)	-12	-40	11	88*	4	-7	-16	1.6	25
CCN=C1S/C(=C\c2cc(Br)ccc2OCC(=O)OCC)C(=O)N1CC	38	-7	6	5	-11[fluorescence artefact?]	1	-1	0.6	5
O=S(=O)(c1ccc(F)cc1)n1ccc(-c2cccc(OCc3ccc(Cl)cc3Cl)c2)n1	9	15	4	1	8	3	-6	-0.2	2
CCn1c(SCc2ccc(C(=O)OC)o2)nc2sc3c(c2c1=O)CCCC3	23	12	9	-2	19	-2	-5	-0.4	-2
OC(COCc1ccccc1)CN1CCc2ccccc2C1 (stereo not given)	27	7	11	-3	14[fluorescence artefact?]	-28	2	0.3	2
Cc1cccc(N(C(=O)CCC(=O)Nc2nccs2)C(C(=O)NC(C)(C)C)c2ccc(O)cc2)c1 (stereo not given)	-21	-21	0	0	-9	.	-3	2.0	24
O=S(=O)(c1cccs1)N1CCc2ccccc2C1	5	-49	15	10	2	6	4	-0.4	3
O=C(CN1C(=O)CSc2ccc(C(F)(F)F)cc21)Nc1ccccc1	-18	25	4	2	-5	-6	-3	-1.0	5
CC1Cn2c(nc3sc4c(c3c2=O)CCC4)N1CCO (stereo not given)	11	-10	6	1	5	4	-15	2.4	-1
COC(=O)CSc1[nH]c2ccc(F)cc2c1[N+](=O)[O-]	-7	9	4	-7	11	11	-24	-0.2	10
CC(C)C(=O)N1CCN(c2ccccc2NC(=O)c2cccc(Cl)c2)CC1	30	0	11	0	6	-5	-9	-0.3	1
Cc1ccc(S(=O)(=O)c2ccc(Cl)cc2)cc1S(=O)(=O)N1CCN(C)CC1	4	-11	5	6	4[fluorescence artefact?]	1	-9	-1.0	4
CCC(C)(C)n1nnnc1C(C(C)C)N1CCN(C)CC1 (stereo not given)	1	12	5	.	.	-4	6	1.7	7
FC(F)(F)c1ccnc(Oc2ccc(C3=NCCS3)cc2)c1	4	15	15	2	2	-1	-1	0.6	2
COc1ccccc1NC(=O)CSC1CC(=O)N(c2ccc3c(c2)OCO3)C1=O (stereo not given)	-10	-15	14	-16	-5[fluorescence artefact?]	-7	4	0.0	-10

Three structures out of the list, arranged by length of the SMILES, ascending.
SMILES	EP2 modulator	Calpain2 inh	EP2 antag	eIF4E 4G PPI	14-3-3 Bad PPI	Rad51 HR inh	Tb hexokinase	zVAD death inh	Hck Nef HTS
OC(COCc1ccccc1)CN1CCc2ccccc2C1 (stereo not given)	27	7	11	-3	14[fluorescence artefact?]	-28	2	0.3	2
O=C(CN1C(=O)CSc2ccc(C(F)(F)F)cc21)Nc1ccccc1	-18	25	4	2	-5	-6	-3	-1.0	5
C/C=C(\C)C(=O)N1CC2(CC(c3cccc(NC(=O)CC(c4ccccc4)c4ccccc4)c3)=NO2)C[C@H]1C(N)=O (stereo not given in full)	-12	-40	11	88*	4	-7	-16	1.6	25

Going on with the list.
SMILES	EP2 modulator	Calpain2 inh	EP2 antag	eIF4E 4G PPI	14-3-3 Bad PPI	Rad51 HR inh	Tb hexokinase	zVAD death inh	Hck Nef HTS
CCC(CC)C(=O)NCCc1ccc(F)cc1	-4	-16	31	-3	26	-2	-3	0.6	-1
O=C(Cc1ccc([N+](=O)[O-])cc1)Nc1cccc(C(F)(F)F)c1	-3	14	8	-4	7	5	-3	2.2	2
Cc1ccc(COc2ccc(/C=N/O)cc2)cc1	6	8	11	0	-16[fluorescence artefact?]	5	32	1.6	2
O=C(CCn1ccnc1)Nc1ccc2ccccc2c1	-27	5	0	0	-12	2	1	1.7	5
O=C(NCCCCO)c1ccc2c3c(cccc13)CC2	-6	-178	4	3	-9	19	-9	0.9	0
CC(=O)Nc1sc(N/N=C\c2ccco2)nc1-c1cccs1	10	-25	2	-3[fluorescence artefact?]	-1	-6	-29	0.7	1
O=[N+]([O-])c1ccc(/C=N/NS(=O)(=O)c2ccc(Cl)cc2)o1	8	-19	10	6	9	22	-10	-0.8	5
Cc1ccc(NC(=O)CCC(=O)OCC(=O)c2ccc(Oc3ccc([N+](=O)[O-])cc3)cc2)cc1	-43	14	1	6	11	.	-12	0.9	1
CC(C)(C)C1CCc2onc(C(=O)NCc3ccc(F)cc3)c2C1 (stereo not given)	31	52*	.	-2	5	.	3	6.1	-1
Cc1ccc(S(=O)(=O)c2c(C)cc(C)nc2Oc2cccc(C)c2C)cc1	46	9	6	8	2	5	-3	-0.3	-1
CCOc1ccccc1NC(=O)N1CCCC(c2nc(-c3ccc(C)o3)no2)C1 (stereo not given)	13	-27	10	0	-21	-4	-3	0.2	24
O=C(Cc1cccs1)NCCN1CCOCC1	19	7	5	2	4	5	35	-0.4	0
COc1ccc(CCC(=O)Nc2ccc(Cl)c(S(=O)(=O)N3CCCC3)c2)cc1	-16	31	11	3	0	8	-4	0.3	-5
Brc1ccc(-c2nnc(-c3ccco3)o2)cc1	-11	-66	.	-2[fluorescence artefact?]	-6	.	-4	1.5	0
